MT stabilize HCS = stabilizes microtubules in HeLa cells; HeLa tubulin immunostaining HCS, 24 h; share of cells brighter than vehicle mean+2SD; % tubulin-high responders, % at 10 µM; actives 0.83% (n = 200,000); AID 2205;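 active = plate Z-score above 3 for both tubulin-high and condensed-nucleus cell shares, with cell loss under 80%, at 10 µM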;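 note: anti alpha tubulin signal scored within the nucleus-defined area of each cell; some results filed as inactive read as strong as hits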
NOD2 inhibition = inhibition of NOD2-driven NF-kB reporter – cell-based, luminescence, uHTS, HEK293 (AID 1566). inhibition, % at 4 µM, or EC50 in µM where a hit was titrated. HEK293 NOD2/NF-kB luciferase reporter, luminescence; higher % means a stronger effect. actives 0.63% (n = 290,000); in the data active = inhibition above about 50%; note: many of its hits are not listed in these tables
Hep lipid drop = modulators of hepatic lipid droplet formation. AML12 mouse hepatocytes, oleate lipid droplets, BODIPY imaging. inhibition, % at 6.5 µM. actives 0.4% (n = 240,000). AID 1656;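 active = lipid droplet intensity inhibited by at least 50%, with more than 500 cells counted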
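Assay system: AML12 mouse liver cells | Compound: 6.5 µM single-point dosing | Schedule: Overnight exposure | Technique: Fluorescence imaging, 20x objective, two fields per well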
Insulin prom up = MIN6 insulin promoter up-regulation; MIN6 insulin promoter-GFP reporter, high-content imaging; hits give high values; z-score at 5 µM; actives 0.3% (n = 190,000); AID 1625;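 active = z-score above 3 at 5 µM with at least 500 cells counted in the well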
Dynein cargo inh = dynein cargo transport inhibition; 3617.4 mouse cells, GR-EGFP nuclear translocation imaging; test concentration mostly 20 µM; stimulated with dexamethasone, 1 µM; hits give low values; z-score, hits read low; actives 0.47% (n = 220,000);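 active = plate z-score of nuclear minus cytoplasmic receptor signal below a set negative limit, without overly bright fluorescence or cell loss, cut at about -3.5 in these data, passing the limit was not always enough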;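 note: z-score of nuclear minus cytoplasmic ring GR-EGFP intensity difference per well; some compounds called inactive have numbers as strong as hits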
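Medium: Induction medium lacking tetracycline, stripped serum | Probe or stimulus: 1.0 µM final dexamethasone stimulus | Schedule: 48 h induction, then 1 h compound, then 30 min agonist, 37 °C | Signal: Automated 10x imaging of fixed Hoechst-stained cells | Evaluation: Per-cell GR-EGFP intensity, nucleus versus surrounding cytoplasmic ring, well-averaged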
b-catenin transl = beta-catenin nuclear translocation modulation. HeLa beta-catenin nuclear translocation, immunofluorescence imaging. nuclear translocation activity, % at 5 µM. actives 0.3% (n = 190,000). AID 1665;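 active = nuclear translocation activity above 50% at 5 µM, with a well cell count of 50 or more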;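 note: per-cell ratio of nuclear to cytoplasmic median beta-catenin stain intensity; plate controls were DMSO negative control for no effect and GSK-3 inhibitor IX positive control for full effect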
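System: HeLa cells, endogenous beta-catenin; compound dosing: 5 µM primary single dose, 0.1% DMSO, 0.02–20 µM confirmation series; incubation: 24 h compound exposure at 37°C, 5% CO2; signal: beta-catenin immunofluorescence imaging with DAPI; evaluation: % activation, nuclear-to-cytoplasmic median beta-catenin signal ratio per cell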
Yfh1-off respiration = enhancers of respiration in Yfh1-depleted yeast, dose response, Friedreich's ataxia, plus single-dose screen (AID 1465); S. cerevisiae Yfh1-off respiration, WST-1 reduction, 72 h; higher fold induction means a stronger effect; one-dose fold induction at 50 µM; EC50 in µM for titrated hits; actives 0.074% (n = 220,000);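 active = fold induction of absorbance versus untreated yeast above a set limit, then at least 30% activation at any dose in follow-up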;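 note: activators that raise dye reduction in frataxin-depleted yeast; strong numbers were not always called active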
WT yeast gro inh = growth inhibition of WT yeast, mitochondrial fusion screen; mitochondrial fusion phenotypic screen, WT strain; actives 2.1% (n = 190,000); AID 1362; inhibition, % at 10 µM; in the data active = inhibition above about 58%; tested in S. cerevisiae
Autophagy HCS = modulators of autophagy. MEF GFP-LC3 puncta imaging; test concentration mostly 10 µM. calls only at 10 µM (by protocol). actives 0.98% (n = 190,000). AID 463193;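 active = percentage of spot-positive cells more than 3 SD above its plate mean, without a fluorescence outlier flag or 80% toxicity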;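 note: spot-positive cell cutoff set from DMSO-treated cells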
WT yeast gro inh mutant strain = second read-out of WT yeast gro inh, no call of its own (marks repeat the call); inhibition, %; mitochondrial fusion phenotypic screen, mutant strain inhibition
Dynein cargo inh cytoplasmic EGFP = also measured in Dynein cargo inh; calls as there; z-score; measured here: cytoplasmic GR-EGFP intensity; hits give high values
Dynein cargo inh nuclear GR-EGFP = further read-out of Dynein cargo inh, marked with its call; z-score; measured here: nuclear GR-EGFP intensity;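 lower value marks the stronger effect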
Dynein cargo inh cell count = also measured in Dynein cargo inh; calls as there; z-score; measured here: cell count per field
Insulin prom up cell count = second read-out of Insulin prom up, no call of its own (marks repeat the call); cell count; measured here: cytotoxicity, nuclei count;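 total cells summed across four imaged fields per well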
Hep lipid drop cells 6.5 µM = further read-out of Hep lipid drop, marked with its call; cell count; measured here: cell count, cytotoxicity flag;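 cells counted across two imaged fields per well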
b-catenin transl cell count 5 µM = second read-out of b-catenin transl, no call of its own (marks repeat the call); cell count; measured here: cell count, cytotoxicity flag
MT stabilize HCS Hoechst-high % = recorded beside MT stabilize HCS, whose call it bears; % Hoechst-high responders; measured here: nuclear condensation Hoechst responders;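 share of cells brighter than vehicle mean plus two SD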
MT stabilize HCS cytotoxicity % = second read-out of MT stabilize HCS, no call of its own (marks repeat the call); toxicity, %; measured here: cytotoxicity by cell density;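 0% = mean cell density of plate MIN control wells and 100% = no cells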
Autophagy HCS cell loss 18 h = also measured in Autophagy HCS; calls as there; toxicity, %; measured here: cell loss, nuclei count;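 cell loss after 18 h compound exposure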
* marks the source's active call; other numbers are inactive results; i = inactive; . = no result given.

No.	structure	Insulin prom up cell count	Autophagy HCS	MT stabilize HCS	Autophagy HCS cell loss 18 h	b-catenin transl	Dynein cargo inh cytoplasmic EGFP	Dynein cargo inh nuclear GR-EGFP	Dynein cargo inh cell count	b-catenin transl cell count 5 µM	MT stabilize HCS Hoechst-high %
1	O=C(c1ccccc1)c1nc[nH]c1C(=O)Nc1ccccc1	1064	i	0.6	-6	-8.6	-0.21	-0.45	0.56	1042	1.5
2	CC(=O)Nc1ccc(-c2cc(C(=O)O)c3ccccc3n2)cc1	1021	.	.	.	-0.5	-0.25	0.88	0.066	1307	.
3	COc1ccc(/C=C/C(=O)N2CCCC2)cc1OC	1324	i	2.5	-3	0.2	-0.078	-0.45	0.61	1071	1.5
4	CC(=O)N1c2ccc3ccccc3c2C(C)CC12CCCCC2 (stereo not drawn)	898	i	2.9	-2	.	-0.11	0.2	0.64	.	1.2
5	C[C@@H]1CC=C[C@H]2[C@H]1C(=O)N(Cc1ccccc1)[C@H]2c1ccc(-c2ccc(F)cc2)cc1F	.	.	.	.	0.9	-0.76	1.2	-0.25	994	.
6	CCCSc1nnc(CSc2nc3nc(C)cc(C)n3n2)o1	1606	i	2.3	-25	-0.5	-0.17	0.46	0.7	1272	1.9
7	CC(=O)C1=C(O)C(=O)N(Cc2cccnc2)C1c1ccc(Cl)cc1Cl (stereo not drawn)	.	i	3.6	3	-0.7	-0.27	-0.23	0.064	1028	2.4
8	Cc1ccc(NC(=S)NNC(=O)c2ccco2)cc1	1739	i	1.3	-3	0.8	-0.2	-0.32	0.17	1032	1.4
9	CC1=C(C(=O)OC2CCCCCC2)C(c2ccc(C)o2)C2=C(CCCC2=O)N1 (stereo not drawn)	991	i	1.1	11	0.4	-0.15	-0.11	0.79	933	3.3
10	COc1ccc(C(=O)NCC(=O)OCC(=O)Nc2cccc(S(=O)(=O)N3CCCC3)c2)cc1	1027	.	.	.	0.4	-0.12	2.6	-2.7	1279	.

No.	NOD2 inhibition	WT yeast gro inh mutant strain	Dynein cargo inh	Insulin prom up	Yfh1-off respiration	Hep lipid drop cells 6.5 µM	MT stabilize HCS cytotoxicity %	WT yeast gro inh	Hep lipid drop
1	14%	-6	-0.86	-0.42	i	.	2.4	-3	.
2	7%	.	-0.081	0.69	i	740	.	.	-4
3	-5%	-1	-0.76	0.01	i	705	9.7	-14	2
4	12%	52*	0.00047	-0.61	i	704	6.3	87*	-20
5	14%	.	2.3	.	i	753	.	.	-37
6	14%	-2	-0.17	-0.11	i	.	6.0	-17	.
7	-9%	-4	-0.34	.	i	736	5.5	-14	19
8	-38%	15	0.52	0.07	i	681	2.4	14	6
9	11%	-2	-1.3	0.04	.	703	13	23	-25
10	1%	.	2.3	1.4	i	682	.	.	-14

No.	structure	Insulin prom up cell count	Autophagy HCS	MT stabilize HCS	Autophagy HCS cell loss 18 h	b-catenin transl	Dynein cargo inh cytoplasmic EGFP	Dynein cargo inh nuclear GR-EGFP	Dynein cargo inh cell count	b-catenin transl cell count 5 µM	MT stabilize HCS Hoechst-high %
11	O=C1CSC(c2ccc(F)cc2)N1c1nc2ccccc2s1 (stereo not drawn)	1432	i	4.0	-3	-2.3	-0.3	-0.59	0.57	555	2.2
12	Cc1ccc(S(=O)(=O)NCC(=O)OC2CCOC2=O)cc1 (stereo not drawn)	1583	i	1.8	2	-1.2	-0.23	0.26	0.33	756	1.4
13	Cc1cc(C)n(CCC(=O)N/N=C/c2ccc(Cl)c([N+](=O)[O-])c2)n1	1113	.	.	.	0.6	-0.21	0.41	0.35	1305	.
14	O=C(NCc1ccccc1)N(Cc1nc2ccccc2c(=O)[nH]1)C1CCCC1	992	i	5.7	-17	-0.9	-0.22	0.6	-1	1124	3.1
15	NC(=S)Nc1nc2ccccc2s1	1062	i	4.2	15	0.8	-0.28	0.21	0.055	843	2.0
16	Cc1ccc(-c2ccc(=O)n(CC(=O)NCc3ccco3)n2)cc1	.	i	3.2	4	.	-0.17	-0.34	-0.25	.	2.0
17	Cc1ccc(S(=O)(=O)Oc2cccc(N3C(=O)C4CC=CCC4C3=O)c2)cc1 (stereo not drawn)	1405	i	2.5	-5	1.2	-0.21	-0.073	-0.037	1320	1.4
18	NS(=O)(=O)c1ccc(NC(=O)CSc2nc3ccccc3[nH]2)cc1	1579	i	2.1	-10	-5.5	-0.21	0.47	-0.53	1117	1.9
19	c1ccc(-c2cn3nc4c(nc3n2)CCCC4)cc1	873	i	0.6	6	.	-0.3	-0.061	0.14	.	1.5
20	Cc1ccc(Oc2cc(N3CCOCC3)nc(-c3ccccc3)n2)cc1	.	i	2.8	8	.	-0.23	0.26	0.75	.	1.8

No.	NOD2 inhibition	WT yeast gro inh mutant strain	Dynein cargo inh	Insulin prom up	Yfh1-off respiration	Hep lipid drop cells 6.5 µM	MT stabilize HCS cytotoxicity %	WT yeast gro inh	Hep lipid drop
11	19%	31*	-0.56	1.1	i	710	8.8	75*	0
12	-5%	-18	0.24	0.76	i	.	0.7	-5	.
13	16%	.	0.2	-0.08	i	689	.	.	-3
14	-23%	-9	0.35	0.22	i	.	6.9	15	.
15	-45%	32	0.48	-1.2	i	742	7.4	23	9
16	14%	-14	-0.47	.	i	.	9.2	-22	.
17	4%	6	-0.012	0.11	i	.	5.5	6	.
18	19%	-2	0.93	-0.18	i	648	6.7	-7	22
19	-102%	8	0.57	0.44	i	792	17	8	4
20	9%	-41	-0.037	.	i	.	7.3	-19	.

In the list so far, 2 have an aryl methoxy group:
No.	structure	Insulin prom up cell count	Autophagy HCS	MT stabilize HCS	Autophagy HCS cell loss 18 h	b-catenin transl	Dynein cargo inh cytoplasmic EGFP	Dynein cargo inh nuclear GR-EGFP	Dynein cargo inh cell count	b-catenin transl cell count 5 µM	MT stabilize HCS Hoechst-high %
3	COc1ccc(/C=C/C(=O)N2CCCC2)cc1OC	1324	i	2.5	-3	0.2	-0.078	-0.45	0.61	1071	1.5
10	COc1ccc(C(=O)NCC(=O)OCC(=O)Nc2cccc(S(=O)(=O)N3CCCC3)c2)cc1	1027	.	.	.	0.4	-0.12	2.6	-2.7	1279	.

No.	NOD2 inhibition	WT yeast gro inh mutant strain	Dynein cargo inh	Insulin prom up	Yfh1-off respiration	Hep lipid drop cells 6.5 µM	MT stabilize HCS cytotoxicity %	WT yeast gro inh	Hep lipid drop
3	-5%	-1	-0.76	0.01	i	705	9.7	-14	2
10	1%	.	2.3	1.4	i	682	.	.	-14

Next section.
No.	structure	Insulin prom up cell count	Autophagy HCS	MT stabilize HCS	Autophagy HCS cell loss 18 h	b-catenin transl	Dynein cargo inh cytoplasmic EGFP	Dynein cargo inh nuclear GR-EGFP	Dynein cargo inh cell count	b-catenin transl cell count 5 µM	MT stabilize HCS Hoechst-high %
21	CC(NS(C)(=O)=O)C(c1cccs1)N1CCN(c2ccc(F)cc2)CC1 (stereo not drawn)	1889	i	1.9	0	-1.5	-0.085	0.015	0.88	1122	4.9
22	CCN(CC)S(=O)(=O)c1cc(NC(=O)CSc2nnc(-c3cccs3)o2)ccc1C	1536	i	3.5	6	-0.7	-0.24	-0.29	0.1	1041	2.0
23	O=C1C2C3C=CC(C3)C2C(=O)N1c1ccc2c(c1)CCC2 (stereo not drawn)	1480	i	6.2	-2	2.1	-0.13	-0.35	0.11	1312	4.9
24	CC(C)(C)NC(=O)C(c1ccncc1)N(Cc1ccc(F)cc1)C(=O)c1ccc(-c2ccccc2)[nH]1 (stereo not drawn)	1349	i	3.5	2	0.6	0.21	-0.45	0.41	1034	2.9
25	O=C(O)c1c(-c2ccc(Cl)cc2)cn2ccccc12	1448	i	1.6	-3	-1.2	-0.29	-0.25	-0.098	1101	1.3
26	Cc1ccc(C)c(NC(=S)N(Cc2ccc(Cl)cc2)Cc2ccc(C(=O)O)cc2)c1	1257	i	2.3	28	0.0	-0.32	-0.033	0.68	1126	2.1
27	Cc1cccc(-n2c(C)cc(/C=N/NC(=O)c3ccc(CN4CCOCC4)cc3)c2C)c1	1776	i	3.2	2	-0.5	-0.34	-0.39	-0.27	1060	2.8
28	COC(=O)N(C)c1nc2ccccc2s1	1326	i	2.7	-3	-4.7	-0.029	1.6	-1.8	1035	2.4

No.	NOD2 inhibition	WT yeast gro inh mutant strain	Dynein cargo inh	Insulin prom up	Yfh1-off respiration	Hep lipid drop cells 6.5 µM	MT stabilize HCS cytotoxicity %	WT yeast gro inh	Hep lipid drop
21	7%	10	-0.027	0.78	i	657	8.3	0	3
22	12%	0	-0.49	0.82	i	613	5.7	-15	-47
23	-13%	-1	-0.76	0.48	i	.	4.7	-7	.
24	-12%	-6	-0.92	-0.48	i	769	9.9	30	13
25	-68%	-8	-0.47	-0.91	i	584	7.8	-2	1
26	9%	1	-0.44	-0.66	i	654	2.2	-4	11
27	2%	16	-0.6	0.04	i	667	2.6	2	8
28	-12%	3	3.5	0.09	i	.	2.1	4	.

The list is partial (hit frequency here may not be typical).
